dFosB act – activators of mouse delta FosB homodimer; AID 493131; 340,000 compounds, 0.99% hits; activation, % at 25 µM; purified delta FosB, TAMRA-CDK5 oligo fluorescence polarization; percent of positive-control signal above neutral wells;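 active means mean activation above about 17%, with every replicate also reaching it, limit read from the data, passing the limit was not always enough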;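 further: fluorescence polarization rise as delta FosB binds a TAMRA Cdk5 AP-1 oligo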
Wnt act – activates Wnt/beta-catenin signaling in a reporter cell assay. AID 743398. activator, plate reader. activation, % at 9.35 µM. 300,000 compounds, 1.2% hits; in the data active means activation above about 30%, passing the limit was not always enough;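 further: 0% = neutral control wells and 100% = positive control wells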
cardiac RTF act – cardiac RTF calcium sensitization; P19429+P45379; IANBD-labeled TnC RTF fluorescence at EC20 calcium; 0% EC20 calcium, 100% full calcium; activation, % at 7.2 µM; 340,000 compounds, 0.24% hits;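 active means activation above the mean over all tested compounds plus 3 SD, cut at about 30% in these data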;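 further: rise in fluorescence read as greater calcium sensitivity of cardiac thin filaments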
Rtt109 HAT inh – inhibitors of Candida albicans Rtt109/Vps75 histone acetyltransferase; Q5AAJ8; purified Rtt109/Vps75, ThioGlo CoA-SH fluorescence, 4 h; inhibition, % at 34.9 µM; 330,000 compounds, 0.16% hits; AID 540336;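 active means inhibition of at least 50% in every replicate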
Target sequence (Q5AAJ8 whole entry, looked up): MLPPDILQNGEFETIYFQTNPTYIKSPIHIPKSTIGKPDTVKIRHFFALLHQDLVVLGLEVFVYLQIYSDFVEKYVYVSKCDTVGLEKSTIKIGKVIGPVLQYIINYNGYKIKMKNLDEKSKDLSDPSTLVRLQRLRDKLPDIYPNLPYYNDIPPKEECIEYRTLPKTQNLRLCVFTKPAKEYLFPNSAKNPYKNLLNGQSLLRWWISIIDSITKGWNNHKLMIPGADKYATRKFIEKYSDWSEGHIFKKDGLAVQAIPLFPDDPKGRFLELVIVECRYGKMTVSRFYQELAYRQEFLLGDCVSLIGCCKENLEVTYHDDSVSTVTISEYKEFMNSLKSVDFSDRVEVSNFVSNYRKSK
V-ATPase pHluor – yeast V-ATPase proton transport regulation by pHLuorin; 350,000 compounds, 0.37% hits; S. cerevisiae, pHLuorin cytosolic pH fluorescence; AID 504577; response, % at 10 µM; in the data active means response mostly above about 7.3%, no sharp cut-off; inactive means mostly below about 5.4%; further: actives read high; inactives centre near 0; some compounds called inactive have numbers as strong as hits
MITF act – MITF TRPM1 promoter activation in melanoma cells; SK-MEL-5 TRPM1-promoter luciferase, 24 h; % of positive control, neutral wells = 0; activation, % at 12.5 µM; 300,000 compounds, 0.75% hits; AID 588334;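 active means mean activation of at least 80% with every replicate also reaching 80%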;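 further: 0% = neutral control wells and 100% = parthenolide positive control wells; values of inactives mirror those of a sister screen read the other way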
CAL PDZ FP-1 – blocks peptide binding to the human CAL PDZ domain. 300,000 compounds, 0.92% hits. inhibition, % at 24.9 µM. AID 602252. Q9HD26. purified CAL PDZ, TMR-peptide fluorescence polarization, 1 h;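 active means mean inhibition of at least 30% with at least half of replicates also reaching 30%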;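 further: 0% = DMSO neutral control and 100% = excess unlabeled competitor peptide PRC23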
Tat export inh – inhibitors of E. coli Tat protein transport; E. coli MC4100 TorA-mCherry Tat export, fluorescence; inhibition, % at 10 µM; 340,000 compounds, 0.036% hits; AID 488895;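 active means mean replicate inhibition at least 50% and at least half of replicates individually reaching 50%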;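 further: exported cargo escapes ClpAP degradation while cytoplasmic cargo is degraded and loses fluorescence; 0% = median of neutral control wells and 100% = median of NaSCN control wells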
CDK5 inh – blocks human CDK5/p35 kinase activity; Recombinant CDK5/p35, ADP-Glo luminescence, 60 min; inhibition, % at 10 µM; 330,000 compounds, 0.01% hits; AID 488839;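 active means highest replicate inhibition of at least 50% and at least 75% of replicates reaching 50%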;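 further: plate controls were DMSO neutral control for no effect and GW8510 at 10 µM for full effect; many of its hits are not listed in these tables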
Target sequence (Q00535 whole entry, looked up): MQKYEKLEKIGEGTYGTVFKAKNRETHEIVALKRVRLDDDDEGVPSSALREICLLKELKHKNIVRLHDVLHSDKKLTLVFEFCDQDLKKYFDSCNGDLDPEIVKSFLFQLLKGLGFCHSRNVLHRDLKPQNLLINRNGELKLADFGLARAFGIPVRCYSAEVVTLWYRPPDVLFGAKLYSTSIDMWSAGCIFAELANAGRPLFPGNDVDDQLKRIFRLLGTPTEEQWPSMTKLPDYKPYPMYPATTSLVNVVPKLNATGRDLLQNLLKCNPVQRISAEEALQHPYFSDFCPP
Target sequence (Q15078 whole entry, looked up): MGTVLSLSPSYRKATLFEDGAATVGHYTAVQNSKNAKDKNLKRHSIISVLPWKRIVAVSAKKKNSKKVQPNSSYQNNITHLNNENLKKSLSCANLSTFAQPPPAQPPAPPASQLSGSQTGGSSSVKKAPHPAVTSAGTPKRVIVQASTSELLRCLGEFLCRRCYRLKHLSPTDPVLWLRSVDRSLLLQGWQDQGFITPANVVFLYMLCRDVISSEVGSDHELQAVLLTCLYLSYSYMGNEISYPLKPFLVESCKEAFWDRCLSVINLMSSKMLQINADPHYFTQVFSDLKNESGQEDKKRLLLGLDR
CAL PDZ FP-2 – human CAL PDZ-peptide interaction inhibition | purified CAL PDZ, TMR-peptide fluorescence polarization, 1 h | inhibition, % at 20 µM | 330,000 compounds, 0.02% hits | AID 504414;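 active means highest replicate inhibition of at least 40%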;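 further: plate controls were DMSO neutral control wells for no effect and unlabeled competitor peptide control wells for full effect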
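Material – purified CerCALP PDZ construct · Detection – FP readout, S and P plane fluorescence · Measure – percent inhibition from loss of millipolarization · Controls – unlabelled peptide for full inhibition, DMSO wells as neutral · Probe or stimulus – TMR-labelled reporter peptide T*-PRC34 bound in PDZ groove · Times – 1 h at RT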
Active calls of the source: *. Compounds as they come, and some 4.1% of all compounds hit somewhere here.

O=C(O)C1CC(=O)N(c2ccc(OCc3ccccc3Cl)cc2)C1 (stereo unspecified) was read as dFosB act -6.0, cardiac RTF act -1.6, Rtt109 HAT inh -8.4, V-ATPase pHluor -0.3, MITF act 9.1, CAL PDZ FP-1 -1.4, Tat export inh 1.9, CDK5 inh -0.8 and CAL PDZ FP-2 -2.3.
Screening CN(c1ccccc1)S(=O)(=O)c1ccc(C(=O)NCc2ccco2)cc1 returned dFosB act -1.7, Wnt act -2.7, cardiac RTF act -1.4, Rtt109 HAT inh -6.1, V-ATPase pHluor -4.2, MITF act -8.8, CAL PDZ FP-1 6.5, Tat export inh -5.0, CDK5 inh -2.1 and CAL PDZ FP-2 -0.4.
`CCOC(=O)C(C)C1(O)c2ccccc2-c2ncccc21` (stereo unspecified) gave dFosB act -2.0, Wnt act -1.5, cardiac RTF act -1.9, Rtt109 HAT inh -9.5, V-ATPase pHluor 5.7, MITF act -7.3, CAL PDZ FP-1 -2.5, Tat export inh -9.4, CDK5 inh 0.5 and CAL PDZ FP-2 -0.8.
For COc1ccc(C(CNC(=O)c2cccc(S(=O)(=O)Nc3ccc(C)cc3)c2)N2CCOCC2)cc1 (stereo unspecified) the results were dFosB act -4.3, Wnt act 3.1, cardiac RTF act -1.7, V-ATPase pHluor 0.3, MITF act 6.4, CAL PDZ FP-1 1.1, Tat export inh -1.7, CDK5 inh 0.6 and CAL PDZ FP-2 -1.9.
For CCCCC(=O)N1CCCC(c2nc3c(nnn3Cc3cc(C)ccc3C)c(=O)[nH]2)C1 (stereo unspecified) the results were dFosB act -21.6, cardiac RTF act -4.1, Rtt109 HAT inh 21.0, V-ATPase pHluor 1.3, MITF act -10.1, CAL PDZ FP-1 -1.7, Tat export inh 15.5 and CDK5 inh -0.3.
Screening Cc1cc([N+](=O)[O-])nn1CC(=O)NC1CCCCC1 returned dFosB act -1.2, Wnt act -1.5, cardiac RTF act 6.4, Rtt109 HAT inh 9.2, V-ATPase pHluor -2.0, MITF act -0.9, CAL PDZ FP-1 -1.2, Tat export inh -2.1, CDK5 inh 0.3 and CAL PDZ FP-2 -1.6.
`Cc1cc(=O)oc2cc3c(cc12)OCO3` gave dFosB act -6.9, Wnt act -0.8, cardiac RTF act -3.1, Rtt109 HAT inh -19.5, V-ATPase pHluor 5.2, MITF act 3.7, CAL PDZ FP-1 27.6, Tat export inh -0.2, CDK5 inh -1.4 and CAL PDZ FP-2 -1.4.
Screening CC(Oc1ccccc1)C(=O)Nc1ccc(S(=O)(=O)NCC2CCCO2)cc1 (stereo unspecified) returned dFosB act -4.0, cardiac RTF act 5.9, V-ATPase pHluor 2.8, MITF act -11.1, CAL PDZ FP-1 -1.9, Tat export inh 5.7, CDK5 inh -1.4 and CAL PDZ FP-2 -2.1.
For O=C(NC(=S)Nc1ccccc1)c1ccc(Br)o1 the results were dFosB act 3.7, Wnt act 49.9*, cardiac RTF act -0.3, Rtt109 HAT inh -0.1, V-ATPase pHluor -1.6, MITF act 53.0, CAL PDZ FP-1 2.0, Tat export inh -0.6, CDK5 inh -1.1 and CAL PDZ FP-2 -1.5.
COC(=O)c1c(NC(=O)CN(C)CC(=O)Nc2ccc(C)cc2)sc2c1CCC(C)C2 (stereo unspecified) was read as dFosB act 5.7, Wnt act 1.2, cardiac RTF act -0.2, Rtt109 HAT inh 0.7, V-ATPase pHluor -0.8, MITF act -10.5, CAL PDZ FP-1 68.6*, Tat export inh -1.4, CDK5 inh 1.0 and CAL PDZ FP-2 -0.3.
Screening Cc1ccc(C)c(OCCC(=O)OCC(=O)NC(=O)NCc2ccccc2)c1 returned dFosB act -5.1, Wnt act 0.8, cardiac RTF act -2.2, Rtt109 HAT inh 1.1, V-ATPase pHluor -2.8, MITF act 5.8, CAL PDZ FP-1 -7.3, Tat export inh 0.7, CDK5 inh -3.6 and CAL PDZ FP-2 -0.3.
For O=C(Nn1c(-c2ccccc2)nc2ccccc2c1=O)c1ccco1 the results were dFosB act -4.9, cardiac RTF act 1.9, Rtt109 HAT inh -4.5, V-ATPase pHluor 10.7, MITF act -1.4, Tat export inh 5.1, CDK5 inh 1.3 and CAL PDZ FP-2 -1.6.
For Cc1ccc2[nH]cc(C(=O)CN3CCOCC3)c2c1 the results were dFosB act 1.0, Wnt act -1.4, cardiac RTF act -0.5, Rtt109 HAT inh 28.6, V-ATPase pHluor 1.8, MITF act -14.3, CAL PDZ FP-1 -2.0, Tat export inh -9.5, CDK5 inh -0.9 and CAL PDZ FP-2 -1.5.
Cc1ccc(S(=O)(=O)N(Cc2cccnc2)Cc2cc3ccccc3[nH]c2=O)cc1 was read as dFosB act -19.9, Wnt act -0.8, cardiac RTF act -6.7, Rtt109 HAT inh -2.0, V-ATPase pHluor 0.3, MITF act 0.4, CAL PDZ FP-1 -6.3, Tat export inh -3.9, CDK5 inh -1.3 and CAL PDZ FP-2 0.0.
Screening O=C(Nc1cc(Cl)cc(Cl)c1)Nc1cnccn1 returned dFosB act 13.9, Wnt act -1.2, cardiac RTF act -7.6, Rtt109 HAT inh -3.1, V-ATPase pHluor -1.6, MITF act -1.5, CAL PDZ FP-1 -5.8, Tat export inh 9.0, CDK5 inh -0.3 and CAL PDZ FP-2 -1.8.
Screening CSc1ccccc1OCc1cc(C(=O)N2CCC(c3ccncc3)CC2)no1 returned dFosB act -1.3, Wnt act -0.8, cardiac RTF act -0.9, Rtt109 HAT inh 12.9, V-ATPase pHluor -1.3, MITF act -7.5, CAL PDZ FP-1 -4.9, Tat export inh 9.9, CDK5 inh -1.4 and CAL PDZ FP-2 -3.3.
For CCCCn1c(/N=C/c2cc(OC)ccc2O)nc2ccccc21 the results were dFosB act -6.1, cardiac RTF act -29.1, Rtt109 HAT inh 12.8, V-ATPase pHluor 3.5, Tat export inh 14.0, CDK5 inh -0.5 and CAL PDZ FP-2 -0.1.
Screening COCCNC(=O)/C(C#N)=C/c1ccc(N2CCOCC2)o1 returned dFosB act 4.7, cardiac RTF act 61.2*, Rtt109 HAT inh 10.4, V-ATPase pHluor -1.2, MITF act -3.8, CAL PDZ FP-1 -1.5, Tat export inh -18.4, CDK5 inh -0.6 and CAL PDZ FP-2 -1.5.
For COC(=O)c1ccc(NC(=O)c2ccccc2SC)cc1 the results were dFosB act -2.0, Wnt act 11.8, cardiac RTF act -0.8, Rtt109 HAT inh 2.5, V-ATPase pHluor -0.3, MITF act 42.6, Tat export inh -0.6, CDK5 inh 0.3 and CAL PDZ FP-2 -4.2.
Screening CC1CCN(C(C(=O)O)c2ccccc2)CC1 (stereo unspecified) returned dFosB act -2.1, Wnt act -0.3, Rtt109 HAT inh 5.0, V-ATPase pHluor -0.7, MITF act 3.4, CAL PDZ FP-1 4.1, Tat export inh -5.1, CDK5 inh 0.4 and CAL PDZ FP-2 0.0.
`O=C(CN1CCN(c2ncccn2)CC1)NCc1ccccc1` gave dFosB act -1.3, cardiac RTF act -0.6, Rtt109 HAT inh 0.1, MITF act 14.7, CAL PDZ FP-1 -2.8, Tat export inh -4.0, CDK5 inh -1.0 and CAL PDZ FP-2 -0.1.
For O=C1CC(C(=O)N2CCOCC2)C2(CCCCC2)O1 (stereo unspecified) the results were dFosB act -1.1, Wnt act -3.0, cardiac RTF act 0.8, Rtt109 HAT inh 11.0, V-ATPase pHluor -0.3, MITF act 3.0, CAL PDZ FP-1 -2.0, Tat export inh -1.7, CDK5 inh -1.6 and CAL PDZ FP-2 -2.9.
Screening O=C(NCC(O)c1ccc([N+](=O)[O-])cc1)c1cccc(S(=O)(=O)N2CCOCC2)c1 (stereo unspecified) returned dFosB act 2.0, Wnt act -0.6, cardiac RTF act 3.9, Rtt109 HAT inh -3.8, V-ATPase pHluor 1.7, MITF act 3.5, CAL PDZ FP-1 -4.0, Tat export inh 1.8, CDK5 inh 2.6 and CAL PDZ FP-2 -0.6.
`N#Cc1ccccc1NC(=O)COC(=O)/C=C/c1ccc(S(=O)(=O)N2CCOCC2)cc1` gave dFosB act -8.7, Wnt act -1.1, cardiac RTF act -1.6, Rtt109 HAT inh 0.2, V-ATPase pHluor 3.4, CAL PDZ FP-1 -1.8, Tat export inh -1.0, CDK5 inh 1.5 and CAL PDZ FP-2 0.5.
O=C(COc1ccccc1F)Nc1nnc(C2CCCC2)s1 was read as dFosB act -5.4, Wnt act 4.7, cardiac RTF act -1.8, Rtt109 HAT inh -5.6, V-ATPase pHluor -2.8, MITF act 13.5, CAL PDZ FP-1 0.2, Tat export inh 2.7, CDK5 inh -0.3 and CAL PDZ FP-2 -1.6.
For CC(C)(C)C(=O)NC(n1cnc2c(N3CCOCC3)ncnc21)C(Cl)(Cl)Cl (stereo unspecified) the results were dFosB act -4.2, Wnt act -0.5, cardiac RTF act 1.0, Rtt109 HAT inh -6.5, V-ATPase pHluor -2.5, MITF act -1.0, CAL PDZ FP-1 -6.1, Tat export inh 17.3, CDK5 inh 2.6 and CAL PDZ FP-2 -1.3.
COc1cccc(-c2c(-c3cc(OC)cc(OC)c3)n(C)c3ccc(-c4ccc5cc[nH]c5c4)cc23)c1 was read as dFosB act -2.1, Wnt act -16.6, cardiac RTF act 2.7, Rtt109 HAT inh 10.9, V-ATPase pHluor -1.6, MITF act -6.2, CAL PDZ FP-1 -3.8, Tat export inh -5.1, CDK5 inh 0.3 and CAL PDZ FP-2 0.9.
`CCN(CCNC(=O)Nc1ccc(Cl)cc1)c1ccccc1` gave dFosB act -5.2, cardiac RTF act 2.2, Rtt109 HAT inh 0.8, V-ATPase pHluor -0.8, MITF act -4.0, CAL PDZ FP-1 -1.9, Tat export inh 4.2 and CDK5 inh -1.3.
`CCOC(=O)c1ccccc1NC(=O)CSc1nc2ccccc2n1CC(=O)N1CCCC1` gave dFosB act -8.3, cardiac RTF act 5.0, V-ATPase pHluor 3.5, MITF act -7.3, CAL PDZ FP-1 -2.3, Tat export inh 3.3, CDK5 inh -0.4 and CAL PDZ FP-2 -2.5.
`CN(c1ccccc1)S(=O)(=O)c1cccc(C(=O)Nc2nn[nH]n2)c1` gave dFosB act -4.7, Wnt act -0.4, cardiac RTF act 2.4, Rtt109 HAT inh -3.6, V-ATPase pHluor -7.5, MITF act 9.7, CAL PDZ FP-1 -3.8, Tat export inh 0.1, CDK5 inh 0.4 and CAL PDZ FP-2 -1.6.
Screening CNc1nc(C(=O)O)nc(N2CCOCC2)n1 returned dFosB act -1.3, Wnt act 0.6, cardiac RTF act -2.9, Rtt109 HAT inh -6.0, V-ATPase pHluor -5.3, MITF act 4.4, CAL PDZ FP-1 -2.4, Tat export inh -5.8, CDK5 inh -0.2 and CAL PDZ FP-2 0.9.
For CCC(NC(=O)OC(C)(C)C)C(=O)Oc1ccc2c3c(c(=O)oc2c1)CCC3 (stereo unspecified) the results were dFosB act -5.8, Wnt act -2.5, cardiac RTF act -2.8, Rtt109 HAT inh -58.6, V-ATPase pHluor 2.9, MITF act -0.1, Tat export inh -7.4, CDK5 inh 1.3 and CAL PDZ FP-2 -2.6.
Screening Cc1ccc(C(=O)N/C(=C/c2ccccc2)C(=O)NCC2CCCO2)cc1 (stereo unspecified) returned dFosB act -10.0, Wnt act -0.2, cardiac RTF act 7.0, Rtt109 HAT inh 0.2, V-ATPase pHluor 0.6, MITF act -1.8, CAL PDZ FP-1 -4.0, Tat export inh 40.1, CDK5 inh -4.6 and CAL PDZ FP-2 -1.5.

Bioassay records: PubChem, several laboratories
